TLR4 MyD88 comp: TLR4-MyD88 interaction inhibition in cells | O00206+Q99836 | 200,000 compounds, 0.18% hits | HeLa CL3-4 TLR4/MyD88 BLA complementation, FRET ratio | AID 861 | inhibition, % at 8.4 µM; in the data active = inhibition above about 25%;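 note: 0% = vehicle and 100% = reference inhibitor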
Target sequence (O00206 whole entry, looked up): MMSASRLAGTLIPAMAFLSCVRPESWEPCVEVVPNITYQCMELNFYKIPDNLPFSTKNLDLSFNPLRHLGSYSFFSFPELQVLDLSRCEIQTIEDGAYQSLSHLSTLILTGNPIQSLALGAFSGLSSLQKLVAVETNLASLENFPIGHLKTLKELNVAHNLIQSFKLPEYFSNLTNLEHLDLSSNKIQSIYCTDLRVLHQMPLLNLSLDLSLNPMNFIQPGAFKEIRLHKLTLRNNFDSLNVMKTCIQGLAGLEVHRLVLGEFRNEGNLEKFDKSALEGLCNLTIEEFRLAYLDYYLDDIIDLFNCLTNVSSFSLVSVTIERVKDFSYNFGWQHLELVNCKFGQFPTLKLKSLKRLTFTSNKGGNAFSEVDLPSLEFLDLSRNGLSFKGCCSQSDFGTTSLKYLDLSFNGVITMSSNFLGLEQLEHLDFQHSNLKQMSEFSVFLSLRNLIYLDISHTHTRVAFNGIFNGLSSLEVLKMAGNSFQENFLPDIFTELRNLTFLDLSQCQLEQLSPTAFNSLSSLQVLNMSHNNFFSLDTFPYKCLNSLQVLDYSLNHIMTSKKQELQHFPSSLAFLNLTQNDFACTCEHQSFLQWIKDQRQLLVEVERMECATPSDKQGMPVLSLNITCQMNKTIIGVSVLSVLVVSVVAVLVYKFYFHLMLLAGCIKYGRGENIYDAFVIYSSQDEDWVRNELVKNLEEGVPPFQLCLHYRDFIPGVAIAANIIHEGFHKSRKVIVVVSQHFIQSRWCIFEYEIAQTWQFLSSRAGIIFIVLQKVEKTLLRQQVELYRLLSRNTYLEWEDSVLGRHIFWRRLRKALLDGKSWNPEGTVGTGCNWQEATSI
Target sequence (Q99836 whole entry, looked up): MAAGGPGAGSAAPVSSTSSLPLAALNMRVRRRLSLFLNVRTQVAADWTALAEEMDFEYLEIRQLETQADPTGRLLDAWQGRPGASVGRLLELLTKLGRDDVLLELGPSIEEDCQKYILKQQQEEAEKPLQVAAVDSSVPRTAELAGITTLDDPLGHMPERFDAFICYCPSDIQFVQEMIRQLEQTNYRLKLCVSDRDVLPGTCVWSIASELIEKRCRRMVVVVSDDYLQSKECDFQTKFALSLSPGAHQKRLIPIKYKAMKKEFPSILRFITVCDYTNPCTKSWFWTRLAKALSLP
DTT redox prof: compounds producing H2O2 with reducing agent – biochemical, NIH compound library profiling, artefact control for MLSCN library redox annotation, primary screen; DTT-dependent redox cycling H2O2, phenol red/HRP absorbance; 100% = 100 µM peroxide control, 0% = buffer; activation, % at 10 µM; 200,000 compounds, 0.03% hits; AID 878;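 active = activation of at least 50% relative to the plate's high and low controls in the primary single-dose screen; inactive = activation below 50%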;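 note: compound incubated with DTT at 0.8 mM final as the reducing agent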
TR-FRET SRC-2 ct: TR-FRET artefact, counter-screen to PPARgamma/SRC-2 agonist assay. 200,000 compounds, 0.4% hits. TR-FRET ratio at 8 µM. AID 1049. stronger effect = higher value; in the data active = TR-FRET ratio above about 2000; note: inactives centre near 1500; reference of the scale not given here
bIAP activator: increases bovine intestinal alkaline phosphatase activity; AID 1016; activation factor at 20 µM; 200,000 compounds, 0.17% hits; purified bovine IAP, CDP-star luminescence, 30 min; stronger effect = higher value; fold of DMSO-control signal, blank-subtracted;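 active = activation factor of 2 or more at 20 µM, a signal rise over negative controls twice the positive control's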
L major viab: Leishmania major promastigote growth inhibition; Leishmania major promastigotes, resazurin fluorescence viability; inhibition, % at 10 µM; 200,000 compounds, 9% hits; AID 1063; in the data active = inhibition above about 50%;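 note: promastigotes grown with compound for 44 hours at 28 °C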
PPARg SRC2 recr: PPARgamma-driven SRC-2 recruitment agonism; P37231; 200,000 compounds, 0.34% hits; PPARgamma LBD-SRC-2 recruitment, biochemical; AID 1032; activation, % at 8 µM; in the data active = activation above about 22%;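 note: 0% = vehicle and 100% = reference agonist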
ROMK mod: human ROMK K+ channel modulation, primary screen | P48048 | Tet-inducible ROMK, thallium flux fluorescence; actives lie on both sides | B-score at 10 µM | 130,000 compounds, 2% hits;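 active = signal ratio slope over the read window, or its plate-corrected B-score, at least 3 SD from the plate mean, either direction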;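 note: B-score of the F/F0 ratio slope over 7 to 12 s after thallium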
S1P3 antag: blocks the human S1P3 receptor | inhibition, % at 4.98 µM | 170,000 compounds, 0.27% hits | CHO S1P3 NFAT-BLA reporter, FRET fluorescence, antagonist mode | Q99500;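 active = inhibition above the plate cutoff, the mean inhibition of test wells on that plate plus 3 SD, cut at about 28% in these data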;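 note: cells challenged with S1P at its EC80 of 0.8 µM; blue over green emission ratio from cleaved BLA substrate after 4 h stimulation; 0% = S1P-stimulated wells and 100% = unstimulated DMSO-only wells; some compounds past the cut are filed as inactive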
PPARg SRC3 recr: PPARgamma-driven SRC-3 recruitment agonism; P37231; AID 731; biochemical PPARgamma/SRC-3 coactivator recruitment assay; 200,000 compounds, 0.26% hits; activation, % at 8 µM; in the data active = activation above about 23%;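 note: 0% = DMSO and 100% = reference agonist; some compounds past the cut are filed as inactive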
PPARg SRC1 recr: agonists of human PPARgamma SRC-1 coactivator recruitment; P37231; PPARgamma-SRC-1 coactivator recruitment biochemical assay; activation, % at 8 µM; 200,000 compounds, 0.41% hits; AID 631; in the data active = activation above about 19%;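 note: 0% = DMSO and 100% = reference agonist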
bIAP inhibitor: blocks bovine intestinal alkaline phosphatase activity; 190,000 tested, under 10 active; AID 1019; inhibition, % at 20 µM; purified bovine IAP, CDP-star luminescence, 30 min;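 active = over 50% inhibition of intestinal alkaline phosphatase at 20 µM in the single-dose screen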
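Incubation: 30 min reaction at room temperature / Material: purified bovine intestinal alkaline phosphatase (IAP) enzyme / Input: enzyme at 1/65,000,000 dilution / Dosing: 20 µM single dose / Signal: CDP-star luminescence signal / Reagent: CDP-star chemiluminescent phosphatase substrate, 30 µM final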
Starred values were filed as active, the others as inactive; / = not tested or not shown.

Start of the data: the first two compounds as a preview:
nr	smiles	DTT redox prof	bIAP activator	PPARg SRC2 recr	TLR4 MyD88 comp	PPARg SRC1 recr	ROMK mod	bIAP inhibitor	TR-FRET SRC-2 ct	PPARg SRC3 recr	S1P3 antag	L major viab
1	Nc1nonc1-c1noc(-c2ccccc2Br)n1	-0.3	0.8	12	2	4	-1.7	18	1565	13	-16	-4
2	N/C(Cc1ccc(Cl)cc1)=N\OC(=O)c1ccccc1	-0.8	0.8	3	3	-6	/	24	1399	6	/	5

Main list (from the top)
nr	smiles	DTT redox prof	bIAP activator	PPARg SRC2 recr	TLR4 MyD88 comp	PPARg SRC1 recr	ROMK mod	bIAP inhibitor	TR-FRET SRC-2 ct	PPARg SRC3 recr	S1P3 antag	L major viab
1	Nc1nonc1-c1noc(-c2ccccc2Br)n1	-0.3	0.8	12	2	4	-1.7	18	1565	13	-16	-4
2	N/C(Cc1ccc(Cl)cc1)=N\OC(=O)c1ccccc1	-0.8	0.8	3	3	-6	/	24	1399	6	/	5
3	Cc1cc(C)cc(C(=O)NCCCc2ccccc2)c1	-0.2	1.2	1	-2	14	0.65	-20	1550	6	-1	10
4	Cc1cccc2sc(NC(=O)C3CCN(S(=O)(=O)c4cc([N+](=O)[O-])ccc4Cl)CC3)nc12	0.3	1.2	5	12	1	/	-18	1510	1	16	90*
5	CCCN(Cc1cc2ccc(C)cc2[nH]c1=O)C(=O)c1ccccn1	0.0	1	1	-4	10	/	-1	1572	12	3	1
6	CCNC(=S)N1CCN(S(=O)(=O)c2ccc(C)c(C)c2)CC1	0.2	1	3	-4	15	/	3	1676	3	0	-4
7	Cc1cc(C)c(S(C)(=O)=O)c(Oc2ccccc2C)n1	-1.8	1	0	-4	0	/	3	1707	-6	/	-4
8	CC(/C=N/NC(=O)CSc1ccccn1)=C\c1ccc(C(C)C)cc1	-0.2	1.1	-2	5	-2	-0.31	-11	1655	-1	-8	3
9	CN(C)/C=C1\C(=O)N(c2ccc(Cl)cc2)CS1(=O)=O	-8.3	0.9	9	8	14	/	6	1537	-4	/	-1
10	COc1c(C)cc(C(=O)C2CCCN(C(=O)c3ccc4cc[nH]c4c3)C2)cc1C (stereo not drawn)	-1.8	1	3	-8	13	0.09	0	1744	4	6	65*
11	Cc1ccc(-n2ncc(C#N)c2/N=C/N2CCOCC2)cc1	-0.7	1	7	0	5	0.064	1	1543	1	1	-1
12	CSC1=N/C(=C\C=C\c2cccs2)C(=O)S1	1.9	0.8	-5	0	2	-0.31	16	1461	-13	9	-2
13	COc1cccc(NC(=O)COC(=O)c2c(-c3ccccc3)noc2C)c1	-7.5	1	2	-9	2	/	1	1575	-2	/	8
14	O=C(O)CN1C(=O)Nc2ccc(Br)cc2C1c1ccccc1 (stereo not drawn)	-0.8	1.1	-2	2	4	/	-6	1620	-6	/	-8
15	O=C(CSc1nc(Nc2ccccc2)nc(N2CCOCC2)n1)Nc1ccc([N+](=O)[O-])cc1	-0.2	1	9	-4	2	-1.3	2	1598	11	/	41
16	O=C(OCC#CCSc1nc2ccccc2o1)c1ccco1	0.4	0.9	1	2	6	/	11	1502	1	-23	-9
17	NC(=O)CC(NC(=O)OCc1ccccc1)C(=O)O (stereo not drawn)	1.2	0.9	1	4	-4	/	13	1773	-4	-12	-5
18	Cn1c(=O)c2c(nc(N/N=C3\CCCc4ccccc43)n2Cc2ccc(F)cc2)n(C)c1=O	-0.5	1.3	19	-7	8	-0.094	-26	1634	0	11	25
19	Cc1cc(C)cc(-n2nnnc2SCC(=O)Nc2cccc(NC(=O)c3ccco3)c2)c1	0.3	0.8	0	-7	7	-1.4	19	1510	-2	-15	40
20	COc1cc(/C=N/NC(=S)Nc2cccc(C(=O)O)c2)ccc1O	-0.5	1.1	5	-3	12	/	-7	1634	0	-18	-9
21	CN(C(=S)Nc1ccccc1)c1ccccc1	-0.1	1	4	3	-3	-0.18	-3	1412	-3	-8	-4
22	N#Cc1c(-c2cccs2)cc(-c2cccnc2)nc1N	3.0	0.9	-3	-2	0	/	14	1279	5	4	53*
23	CCNC(=S)N1CCN=C1Nc1nc(C)cc(C)n1	-0.3	0.9	3	1	5	0.6	9	1646	6	-9	6
24	CCC1C=C(c2ccccc2)C=CN=C1N(CC)CC (stereo not drawn)	-0.8	0.6	-10	1	4	/	43	1556	1	7	8
25	C=C1CC2C=C(NC(C)=O)CC(C1)C2 (stereo not drawn)	2.0	1	-5	9	10	/	-2	1544	-1	-23	0
26	CC12CCC(C(=O)N(Cc3ccccc3)Cc3ccccc3)(OC1=O)C2(C)C (stereo not drawn)	0.1	1	0	-2	10	/	-4	1409	-9	/	72*
27	O=C(O)c1ccccc1C(=O)NCc1ccc(F)cc1	2.9	1.1	-8	11	6	/	-12	1620	-11	-17	-2
28	CCOc1ccccc1NC(=O)C1CCN(C(=O)Cc2ccccc2)CC1	0.2	1	0	7	-2	-0.2	5	1557	0	-11	-4
29	COc1cc(NC(=O)CSc2nc3ccccc3cc2C)c(C(=O)O)cc1OC	-0.1	0.8	-2	-9	1	-1.2	15	1615	1	1	29
30	C=CCc1cccc2cc(C(=O)NC3CCCC3)c(=O)oc12	0.5	0.9	-4	-1	11	0.33	5	1473	4	-7	3
31	COCc1cc(C)nc(SCC(=O)NCc2ccco2)c1C#N	-1.6	0.9	7	2	-1	0.33	8	1657	3	-38	-10
32	COc1ccccc1C(=O)NC(C)C(c1cccs1)N1CCOCC1 (stereo not drawn)	1.9	0.9	3	-1	-2	-0.59	8	1519	-7	-11	4
33	O=C(Nc1ccccc1)Nc1cc(Cl)cc(Cl)c1	0.2	0.9	1	6	-1	-0.099	12	1409	-10	/	4
34	O=C(Cn1c(=O)n(CCc2c[nH]c3ccccc23)c(=O)c2cccnc21)Nc1ccccc1F	1.2	0.8	13	3	7	2.8*	21	1538	-2	-2	19
35	Cc1nnc(SCc2ccccc2)n(N)c1=O	0.1	0.9	3	14	-6	/	5	1581	-1	10	-4
36	CC(=O)/C(=C/c1ccc(N(C)C)cc1)C(=O)c1ccccc1	-0.1	1	6	0	6	1.9	2	1572	7	-20	-3
37	O=C(COc1ccccc1Br)c1ccc(O)cc1O	3.2	0.9	-3	1	4	-0.87	8	1424	-3	17	-10
38	Cc1ccc([N+](=O)[O-])cc1NC(=O)c1ccoc1C	-0.2	0.9	-2	-3	8	/	11	1583	-4	-3	-10
39	CC1(C)CC(=O)C(C=NCC2CCCO2)=C(O)C1 (stereo not drawn)	1.0	1	1	-14	6	/	-4	1654	2	-35	-2
40	CC(C)CCSc1cc(NCCO)c([N+](=O)[O-])c2nonc12	0.5	1	-3	0	-9	0.56	-1	1388	0	-4	13
41	CCCNc1ncccc1C(N)=O	0.2	1	0	-2	-12	-0.37	2	1423	-3	/	18
42	CC(CC(=O)Nc1cc([N+](=O)[O-])ccc1Cl)c1ccccc1 (stereo not drawn)	0.5	0.9	0	-2	3	/	15	1303	13	/	-7
43	Cc1ccc2[nH]c3c(c2c1)CN(C(=O)CN1CCSCC1)CC3	2.4	1	-4	-7	4	-1.5	-2	1320	0	9	-3
44	COc1cc(OC)cc(C(=O)NC(=S)NCc2ccco2)c1	2.6	0.9	-6	14	-3	/	8	1419	-14	/	-6
45	O=C(NCc1ccc2c(c1)OCO2)C1COc2ccccc2O1 (stereo not drawn)	0.5	1	-7	-10	0	-0.022	2	1578	-1	/	-6
46	CS(=O)(=O)c1ccc(C(=O)Nc2ccc(N3CCOCC3)cc2)c(Cl)c1	-0.1	1	1	6	-2	0.05	0	1617	2	6	4
47	COc1ccc(S(=O)(=O)N2CCC(C(=O)N3CCCCCC3)CC2)cc1	0.2	1.1	3	-6	2	/	-5	1484	2	5	-8
48	Cc1cc(NC(=O)CCn2c(=O)sc3ccccc32)no1	1.5	/	7	8	0	0.57	/	1496	-1	-15	-6
49	C=CCOC(=O)C1=C(C)NC(SCC(=O)Nc2ccc(C)c(Cl)c2)=C(C#N)C1c1ccco1 (stereo not drawn)	-0.5	0.8	0	-6	9	1.1	17	1634	-7	/	17
50	N#Cc1c2n(c3c(=O)n(Cc4ccc(Cl)cc4)cnc13)CCCC2	0.0	1	-2	-12	-3	0.027	-1	1326	4	-15	10

(more compounds)
nr	smiles	DTT redox prof	bIAP activator	PPARg SRC2 recr	TLR4 MyD88 comp	PPARg SRC1 recr	ROMK mod	bIAP inhibitor	TR-FRET SRC-2 ct	PPARg SRC3 recr	S1P3 antag	L major viab
51	Cc1cc(C)c2[nH]c(=O)c(CN(Cc3ccc4c(c3)OCO4)Cc3nnnn3C3CCCC3)cc2c1	2.3	0.9	-9	-10	-7	-3.2*	12	1570	-15	4	88*
52	CS(=O)Cc1cc(Sc2ccccc2)nc(-c2cccnc2)n1 (stereo not drawn)	0.1	1.1	2	10	6	0.97	-8	1694	1	-6	1
53	Cn1ccc(C(=O)N2CCCc3ccccc32)n1	-10	0.9	7	3	5	0.061	10	1681	7	/	-4
54	COc1cc(NC(=O)CS(=O)(=O)c2ccccc2)cc(OC)c1OC	-0.7	0.9	3	6	0	-0.15	12	1530	2	11	-1
55	CCOc1ccc(N(C(C)C(=O)Nc2cccnc2)S(C)(=O)=O)cc1 (stereo not drawn)	-0.9	0.9	8	14	2	0.059	10	1377	0	-6	-9
56	O=C(Cn1c(=O)oc2ccccc21)NCc1ccco1	-0.5	0.9	-7	-13	-9	/	12	1427	-3	-5	3
57	COc1ccc(-c2nc3ccccc3s2)cc1NC(C)=O	-3.5	1	-3	1	1	-0.69	0	1455	2	9	3
58	O=C(COc1cccc(-n2cnnn2)c1)N1CCOCC1	-0.5	0.9	10	-5	-2	0.78	10	1538	6	-17	-2
59	CCOc1ccc(/C=C/C(=O)Nc2ccc(OC)cc2[N+](=O)[O-])cc1	2.2	0.8	-6	-4	9	/	15	1412	-5	/	-6
60	O=C(c1ccc([N+](=O)[O-])c(CS(=O)(=O)c2ccc(Cl)cc2)c1)N1CCCCC1	-0.2	1	3	-5	7	-0.92	-3	1590	-2	3	-6
61	Cc1cc(OCC(O)CNC(C)(C)C)ccc1Cl (stereo not drawn)	-0.5	0.7	-3	16	-1	-0.62	32	1756	-1	-18	11
62	COCCNC(=O)C(c1ccc(F)cc1)N(Cc1ccco1)C(=O)CCC(=O)Nc1nccs1 (stereo not drawn)	-0.6	1.1	-4	-2	0	/	-8	1531	-1	-21	-2
63	COC(=O)c1ccccc1NC(=O)CCCn1nc([N+](=O)[O-])c(Br)c1C	-0.2	0.9	-3	-13	0	-0.74	12	1526	0	-21	4
64	COC(=O)CC1COc2ccccc2N1C(=O)c1cccc(Cl)c1 (stereo not drawn)	2.9	1	-4	-5	-1	/	-4	1597	20	/	8
65	Cc1nn(-c2nc3ccccc3s2)c(N)c1-c1ccccc1	1.1	0.9	2	-14	5	/	8	1422	5	10	-2
66	O=C(NCCOC(=O)C1COc2ccccc2O1)C1COc2ccccc2O1 (stereo not drawn)	14	0.9	11	6	7	-0.22	6	1625	-13	3	-7
67	O=C1c2ccccc2CN1CCSC(=S)N1CCOCC1	0.3	1.2	-4	0	6	-0.23	-24	1763	0	2	-9
68	CCOC(=O)N1CCC(NC(=O)CSCc2nc(-c3sccc3C)oc2C)CC1	-1.1	1	0	7	2	/	1	1458	-5	5	-8

High-throughput results as filed in PubChem BioAssay.
